Cneo AK release: causes C. neoformans cell lysis; lysis activity, % at 15 µM; adenylate kinase release luminescence, 4 h; normalised: neutral wells 0, clomiphene wells 100; AID 651654; 0.2% of 360,000 active;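 active = mean lysis activity across replicates of at least 80%, whatever share of replicates individually reach that level; inactive = mean lysis activity below 80%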
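Signal: Adenylate kinase release luminescence | Assay system: Log-phase Cryptococcus neoformans yeast cells | Input: Cells at 5 × 10^6 per mL | Buffer or medium: Fresh YPD growth medium | Compound: Single dose | Schedule: Static 4 h at 37 °C with compound, 1 h detection | Controls: Clomiphene | Read-out: Luminescence rise reflecting yeast cell lysis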
esBAF inh: blocks esBAF chromatin remodeling in mouse ES cells; Bmi1-luciferase knock-in reporter, 24 h; 100% = twice the neutral-well signal; reporter increase, % at 12.5 µM; 2% of 350,000 active; AID 602393; in the data active = activation above about 40%; inconclusive = no clear call, values can overlap the other calls;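 also: 0% = median of the plate's neutral control wells and 100% = double that signal; a rise in the Bmi1 reporter signal indicates esBAF inhibition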
miR-122 sensor: blocks miR-122 activity in Huh7 sensor cells | Huh7 miR-122 Renilla luciferase sensor, 48 h; neutral wells = 0, positive control = 100 | activation (reporter increase), % at 12.5 µM | 0.3% of 340,000 active | AID 602342;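 active = mean replicate activation score at least 90 and every replicate individually at or above 90; inconclusive = only one of the two criteria met; inactive = neither criterion met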;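 also: higher luciferase means less miR-122 activity so hits act as miR-122 inhibitors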
ARNT-TACC3 inh: disrupts binding between human ARNT and TACC3; AlphaScreen His-ARNT PAS-B/GST-TACC3 binding, luminescence; TACC3 fragment carries E629A point mutation; inhibition, % at 9.99 µM; 0.66% of 390,000 active; AID 623870;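 active = mean inhibition of replicates at least 50% and at least half of replicates each reaching 50%; inconclusive = half or more replicates reach 50% but mean below 50%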;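 also: 0% = complete ARNT plus TACC3 wells and 100% = ARNT alone without TACC3; many hits fall short of the cut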
SIRT5 block: sirtuin-5 (human) deacylase inhibition | Purified SirT5, succinyl-peptide AMC, trypsin-coupled fluorescence | inhibition, % at 15 µM | 1.1% of 330,000 active | AID 652115; in the data active = inhibition above about 15%; inconclusive = no clear call, values can overlap the other calls
Target sequence (Q9NXA8 whole entry, looked up): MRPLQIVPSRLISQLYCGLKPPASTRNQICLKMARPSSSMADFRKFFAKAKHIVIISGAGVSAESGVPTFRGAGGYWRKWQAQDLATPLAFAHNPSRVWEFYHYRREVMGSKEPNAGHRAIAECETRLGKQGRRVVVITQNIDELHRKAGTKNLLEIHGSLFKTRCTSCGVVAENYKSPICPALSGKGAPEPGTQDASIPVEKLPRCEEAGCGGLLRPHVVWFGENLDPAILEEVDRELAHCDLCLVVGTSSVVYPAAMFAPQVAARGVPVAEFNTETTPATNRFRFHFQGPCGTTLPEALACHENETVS
Statin myotox sup: protects C2C12 myotubes from simvastatin toxicity; ATP luminescence, 48 h; scaled: DMSO 0, geranylgeraniol control 100; rescue of ATP level, % at 7.49 µM; 0.78% of 330,000 active;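 active = mean ATP rescue above about 67%, or every replicate alone reaching that limit, limit read from the data, passing the limit was not always enough; inconclusive = no clear call, values can overlap the other calls; inactive = mean under the limit and some replicate under it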;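 also: myotubes were challenged with 10 µM simvastatin during compound exposure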
ERp5 inh: blocks human ERp5 reductase activity on insulin; ERp5 insulin aggregation, absorbance 650 nm, 90 min; inhibition, % at 9.99 µM; 0.05% of 350,000 active;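 active = mean replicate inhibition above about 25%, with every replicate also reaching it, limit read from the data, passing the limit was not always enough; inconclusive = only one of those two criteria met; inactive = neither criterion met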
Target sequence (Q15084 whole entry, looked up): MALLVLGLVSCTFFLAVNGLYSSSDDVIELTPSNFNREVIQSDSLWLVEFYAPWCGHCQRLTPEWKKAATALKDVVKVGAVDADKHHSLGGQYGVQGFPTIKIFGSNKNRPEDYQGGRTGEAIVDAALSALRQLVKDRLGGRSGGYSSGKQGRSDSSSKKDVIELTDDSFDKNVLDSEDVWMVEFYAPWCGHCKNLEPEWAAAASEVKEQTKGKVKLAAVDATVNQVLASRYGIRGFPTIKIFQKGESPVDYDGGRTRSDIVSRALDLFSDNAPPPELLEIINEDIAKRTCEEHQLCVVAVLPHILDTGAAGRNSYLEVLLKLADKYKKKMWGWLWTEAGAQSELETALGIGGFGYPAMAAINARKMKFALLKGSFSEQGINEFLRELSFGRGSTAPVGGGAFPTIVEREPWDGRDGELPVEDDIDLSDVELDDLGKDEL
The depositor's hits bear a star; ? = inconclusive; / = not tested or not shown; [ ] = remark or other dose. Rows were taken by chance (roughly 4% active in at least one column).

SMILES	Cneo AK release	esBAF inh	miR-122 sensor	ARNT-TACC3 inh	SIRT5 block	Statin myotox sup	ERp5 inh
Cc1cc(C)nc(N(C#N)CC(=O)Nc2ccccc2)n1	-1.6	-2.0	0.4	0.2	/	12.6	/
COc1ccc(Cl)cc1S(=O)(=O)N1CCCC(C(=O)NCc2ccccn2)C1 (stereo unspecified)	/	/	-0.8	13.7	0.8	/	17.5
COC(=O)CC(=O)CSc1nc2c(cc1C#N)CCCCC2	/	?	-1.1	-3.1	-8.8	-1.4	4.5
Oc1c(Cl)cc(Cl)cc1C=Nc1ccc(N2CCOCC2)cc1	1.1	-2.7	-5.0	-3.1	0.0	-5.1	3.2
Nc1c(Cl)cc(-c2csc(N3CCCC3c3nc4cc(Cl)c(N5CCCCC5)cc4n3CCCO)n2)cc1Cl (stereo unspecified)	-3.3	4.4	-6.1	0.1	15.4*	-110.3	-0.1
CSc1ccc(Cl)c(C(=O)OCC(=O)N2CCNC2=O)c1	-1.5	-1.7	-2.1	7.2	-0.9	5.9	-0.9
C[C@@H]1CN([C@@H](C)CO)C(=O)c2cc(NC(=O)C3CC3)ccc2O[C@H]1CN(C)S(C)(=O)=O	0.3	-4.2	-6.1[16.7 µM]	13.0	-13.2	6.4	-0.2
O=C(CCN1C(=O)c2ccccc2C1=O)Nc1ccc(F)cc1F	0.2	0.9	-5.8	1.8	/	32.4	/
CCOc1ccccc1C1C2C(=O)N(c3ccccc3)C(=O)C2ON1c1ccccc1 (stereo unspecified)	0.6	1.1	-3.8	-9.3	/	2.0	/
CCCNC(=O)C[C@@H]1CC[C@H]2[C@@H](COC[C@H](O)CN2Cc2ccccc2F)O1	96.9*	-5.6	-0.2[16.7 µM]	1.8	0.2	7.5	4.4
CC(=O)c1ccc(NC2=C(N3CCOCC3)C(=O)c3ccccc3C2=O)cc1	-7.4	2.1	-4.7	23.7	/	-10.0	/
Cc1ccc(-c2ccc(C)c(N)c2C)c(C)c1N	/	/	/	-2.6	-5.9	/	-4.8
CC(C)Oc1cccc(C(=O)Nc2ccc(NC(=O)c3ccco3)cc2)c1	3.4	15.1	-2.6	-2.0	/	-27.5	/
C[C@H](CO)N1C[C@H](C)[C@H](CN(C)S(=O)(=O)c2ccccc2)Oc2ccc(NC(=O)NC3CCCCC3)cc2C1=O	0.0	4.3	1.9[16.7 µM]	3.2	4.7	-17.7	-1.5
CCN(C(=O)c1cc2c(=O)[nH]c3ccc(C)cc3c2s1)c1cccc(C)c1	-2.3	/	5.3	-5.5	-1.3	/	8.5
ON=C1c2ccccc2-c2ccccc21	-1.0	6.1	-7.3	-5.1	-2.0	-11.7	-3.8
CNc1ccccc1C(=O)OCC(=O)c1ccc(F)cc1	/	/	/	3.6	-5.4	/	1.2
S=c1[nH]nc(-c2ccccc2Cl)n1CC1CCCO1 (stereo unspecified)	-0.1	-6.9	6.9	-11.6	/	-9.3	/
C#CCOCCOCCOCCNc1nc(N2CCN(C(=O)[C@H](Cc3ccc(O)cc3)n3cc([C@@H](N)C(C)CC)nn3)CC2)nc(N2CCN(C(=O)[C@H](CCCCN)n3cc([C@@H](N)CO)nn3)CC2)n1 (stereo partly specified)	4.8	-0.4	68.8	46.2*	/	-1.7	/
C[C@@H]1CCCCO[C@H](CN(C)S(=O)(=O)c2cn(C)cn2)[C@H](C)CN([C@@H](C)CO)C(=O)c2cc(NC(=O)NC3CCCCC3)ccc2O1	51.0	-6.6	-10.7[16.7 µM]	-14.4	4.3	/	-2.4
CCC(Oc1ccccc1OC)C(=O)Nc1ccc2c(c1)OCCO2 (stereo unspecified)	0.1	-1.0	/	-8.5	-3.8	4.5	3.2
Cc1noc(C)c1NC(=O)Nc1ccc2c(c1)C(=O)N([C@@H](C)CO)C[C@H](C)[C@H](CN(C)S(=O)(=O)c1ccc(F)cc1)O2	2.8	-0.6	-5.5[16.7 µM]	-10.7	-4.0	-49.7	5.2
N#Cc1ccc(-c2ccco2)nc1SCc1ccccc1	-1.0	-37.1	49.2	1.6	/	-32.2	/
CC1CCCN(C(=O)CNC(=O)Cn2ccc3ccccc3c2=O)C1 (stereo unspecified)	-0.6	-2.3	0.8	-6.3	-0.4	2.2	-7.4
Cc1ncc(CN2CCC(N3CCC(C(=O)N4CCCC4)CC3)CC2)s1	0.5	-3.2	-2.7	-5.7	/	0.2	/
O=C(c1ccccc1F)N1C[C@@H]2[C@H](c3ccccc31)[C@@H](CO)N2C(=O)Nc1ccccc1	43.3	-0.4	25.0[16.7 µM]	7.0	4.4	-12.1	4.1
COC(=O)c1ccc(C2/C(=C(\O)c3cccc(OC)c3)C(=O)C(=O)N2CCCN(C)C)cc1 (stereo unspecified)	/	/	/	58.8*	-0.3	/	3.6
O=C(NC1CCCc2ccccc21)C1CCN(S(=O)(=O)c2ccccc2F)CC1 (stereo unspecified)	-1.4	-4.4	49.8	-4.0	-7.1	-20.0	4.3
Nc1c(Br)cc(Br)c(N2CCCC2=O)c1Br	-1.2	-1.2	-0.6	1.3	/	/	/
O=C(COC(=O)CSc1ccc(Cl)cc1)Nc1ccccc1	-3.2	-0.3	-2.9	8.2	6.2	0.7	4.2
COc1cccc(O)c1CN1CCC(n2nccc2NC(=O)c2ccc3c(c2)OCO3)CC1	0.5	0.8	-6.4	1.4	-1.4	8.8	4.4
CC(C)NCC#CCOc1ccc(Cl)cc1	/	/	/	2.5	-6.2	/	5.4
C[C@H]1CN([C@@H](C)CO)C(=O)c2cccc(NS(=O)(=O)c3ccccc3)c2O[C@@H]1CN(C)C(=O)Nc1ccccc1	6.4	-5.1	33.0[16.7 µM]	0.5	-1.2	5.7	0.0
CCN(CC)S(=O)(=O)c1ccc2c(c1)nc(SCC(=O)N1CCOCC1)n2-c1ccccc1OC	0.5	7.0	5.4	4.0	/	16.3	/
C[C@H](CO)N1C[C@H](C)[C@@H](CN(C)C(=O)C2CCCCC2)OCCCC[C@H](C)Oc2ccc(NC(=O)C3CCCCC3)cc2C1=O	-3.4	-4.1	-5.9[16.7 µM]	-2.8	5.9	/	3.6
C[C@@H]1CN([C@@H](C)CO)C(=O)c2cccc(NC(=O)Nc3cccc4ccccc34)c2O[C@H]1CN(C)C(=O)Nc1ccc(F)cc1	46.5	9.0	0.5[16.7 µM]	-4.2	9.7	-47.3	-6.4

A second format for part of the listing above:
mol | Cneo AK release | esBAF inh | miR-122 sensor | ARNT-TACC3 inh | SIRT5 block | Statin myotox sup | ERp5 inh
COC(=O)CC(=O)CSc1nc2c(cc1C#N)CCCCC2 | / | ? | -1.1 | -3.1 | -8.8 | -1.4 | 4.5
Oc1c(Cl)cc(Cl)cc1C=Nc1ccc(N2CCOCC2)cc1 | 1.1 | -2.7 | -5.0 | -3.1 | 0.0 | -5.1 | 3.2
Nc1c(Cl)cc(-c2csc(N3CCCC3c3nc4cc(Cl)c(N5CCCCC5)cc4n3CCCO)n2)cc1Cl (stereo unspecified) | -3.3 | 4.4 | -6.1 | 0.1 | 15.4* | -110.3 | -0.1
CSc1ccc(Cl)c(C(=O)OCC(=O)N2CCNC2=O)c1 | -1.5 | -1.7 | -2.1 | 7.2 | -0.9 | 5.9 | -0.9
C[C@@H]1CN([C@@H](C)CO)C(=O)c2cc(NC(=O)C3CC3)ccc2O[C@H]1CN(C)S(C)(=O)=O | 0.3 | -4.2 | -6.1[16.7 µM] | 13.0 | -13.2 | 6.4 | -0.2
O=C(CCN1C(=O)c2ccccc2C1=O)Nc1ccc(F)cc1F | 0.2 | 0.9 | -5.8 | 1.8 | / | 32.4 | /

Additional compounds:
SMILES	Cneo AK release	esBAF inh	miR-122 sensor	ARNT-TACC3 inh	SIRT5 block	Statin myotox sup	ERp5 inh
CCNc1ccc(S(=O)(=O)N(C)C)cc1NCC(=O)Nc1ccccc1Br	-2.7	-11.1	0.0	-16.7	-3.3	3.6	-7.1
CNC[C@H]1Oc2ncc(-c3ccc(C)cc3)cc2C(=O)N([C@@H](C)CO)C[C@H]1C	-2.2	-4.2	-9.1[16.7 µM]	27.0	-4.9	1.4	2.8
COc1ccc(C(=O)N(CN2CCCC2=O)c2ccc(C)cc2)cc1	-0.8	4.2	11.1	0.7	/	11.8	/
Cc1ccccc1S(=O)(=O)N(C)C[C@H]1OCc2ccccc2-c2ccccc2C(=O)N([C@H](C)CO)C[C@@H]1C	-1.4	0.1	/	-3.6	10.3	10.3	1.0
C[C@H](CO)N1C[C@H](C)[C@H](CN(C)CC2CCCCC2)Oc2ccc(NC(=O)NC3CCCCC3)cc2C1=O	1.4	-1.0	0.9[16.7 µM]	-1.2	-2.2	-6.0	2.4
CN(CCO)c1cc(N2CCC3(CC2)OCCO3)c2nonc2c1[N+](=O)[O-]	/	/	/	-1.8	11.8	/	-4.0
O=C(NCc1cc(C(F)(F)F)ccc1F)C1CCC(=O)N(C2CCCCCC2)C1 (stereo unspecified)	4.4	5.0	-1.9	-4.2	-4.1	-12.9	/
Cc1cc2c(Nc3ccccc3)ncnc2s1	1.8	6.9	-4.0	-4.2	15.6*	-3.4	1.3
C=C(C)CN(CC)Cc1c(C(=O)N(C)CCCC)nc2ccccn12	2.1	-8.1	0.1	1.1	/	6.1	-0.3
COc1ccccc1-c1ccc2n(c1=O)C[C@H]1[C@H](CO)[C@@H](C(=O)N[C@H](C)c3ccccc3)[C@@H]2N1C	1.1	-4.4	1.9[16.7 µM]	-6.8	-5.4	10.6	-1.2
C[C@@H]1CN([C@H](C)CO)C(=O)c2cccc(NS(C)(=O)=O)c2O[C@H]1CN(C)Cc1ccc(C(F)(F)F)cc1	-11.2	1.2	?	-8.0	-4.0	6.9	-3.7
COc1cc(OC)c(C(=O)OC(C)C(=O)Nc2cccc(C(F)(F)F)c2)cc1OC (stereo unspecified)	-4.3	-0.6	-8.3	14.8	/	-7.6	/
Cc1noc(C)c1NC(=O)N(C)C[C@H]1OCCCC[C@H](C)Oc2ccc(NC(=O)c3ccncc3)cc2C(=O)N([C@H](C)CO)C[C@@H]1C	-1.2	0.8	8.3[16.7 µM]	-5.6	-3.3	11.9	-3.8
C/C(=N\NC(N)=S)c1ccc(-n2ccnc2)cc1	0.1	-1.6	0.0	-3.7	-5.0	-13.3	0.2
COc1ccc(C2/C=C\CN(S(=O)(=O)c3ccc(C)cc3)[C@H](Cc3ccccc3)C(=O)N2Cc2ccc(F)cc2)cc1 (stereo partly specified)	10.6	-1.2	/	-4.2	/	-2.8	/
COc1ccc(-c2ccc3c(c2)O[C@@H](CN(C)C)[C@@H](C)CN([C@@H](C)CO)S3(=O)=O)cc1	1.1	0.1	-1.4[16.7 µM]	4.3	-10.5	0.6	3.7
CCOC(=O)C(C)Sc1nnc2c3ccccc3n(C)c2n1 (stereo unspecified)	-0.5	5.1	7.0	-1.1	0.4	-8.3	4.9
CC(=O)c1ccc(OCC(O)COc2ccc(C(C)=O)cc2)cc1	-0.1	7.0	4.7	-91.5	/	-2.5	/
CCOC(=O)c1cc(NC(=O)N2CCCc3ccccc32)c(C)nc1C	-0.1	4.0	-0.1	36.0	/	/	/
Cc1ccc(NC(=O)C2CCC(C(C)(C)C)CC2)cc1S(=O)(=O)N1CCOCC1 (stereo unspecified)	/	/	8.4	1.8	/	/	5.2
CN(Cc1ccco1)C(=O)CN1C(=O)NC(c2ccccc2)(c2ccccc2)C1=O	/	6.7	5.1	7.8	-3.6	22.4	-0.6
CO[C@@H](CN(C)C(=O)C1CCOCC1)[C@H](C)CN([C@@H](C)CO)S(=O)(=O)c1ccccc1	6.8	-4.7	/	-1.4	0.1	-2.9	1.9
CCN(CC)C(=O)Cn1cc(SCC(=O)NC2CCCCC2)c2ccccc21	-1.0	7.6	-0.4	/	/	4.3	-3.9
Cc1ccc(-n2c([S-])c(C(=O)NC(C)c3ccccc3)[n+]3ccccc23)cc1 (stereo unspecified)	-1.7	3.9	-3.5	3.2	-1.2	-3.2	3.6
O=C(/C=C/c1ccc(Br)o1)OCc1nc2ccsc2c(=O)[nH]1	-2.0	0.3	-3.1	26.8	25.3*	4.2	0.2
